# Bioassay records (PubChem)
# p53 reactivator = re-activators of mutant p53; H1299 p53-A138V BP100-luciferase reporter, luminescence, 24 h; Potency, µM (series often up to 92.2 µM), for the others: top-dose activity change, positive = activation, hits mostly activators; actives 0.063% (n = 320,000); AID 504706; further: % of control where 0% means no effect; nearly all actives have a fitted effect of over 45% in size
#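 H1299 (p53-null), stable ts p53-A138V + BP100-Luc; 1000 cells/well, Opti-MEM/10% FBS; cpd 4 pt, 1:5; 24 h, 37 deg C, 5% CO2; detection reagent 10 min RT; luminescence.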
# MBNL1-CUG inh = inhibitors of human MBNL1 binding to CUG repeat RNA | Q9NR56 | TR-FRET MBNL1-His/biotin-(CUG)12 binding, 665/545 ratio | Potency, µM (top dose mostly 57.5 µM), without a hit: at the highest dose activity change, negative = inhibition, actives largely listed as inhibitors | actives 0.036% (n = 280,000) | AID 2675; active means well fitted inhibition curve with a large enough effect in the signal ratio, with a control signal flat, not every such curve was filed as active; inconclusive means small, poorly fitted or top-dose-only effect, or effect the other way, or a change in a side signal; inactive means no such curve, though single readings can be large or run the other way; the % refers to the signal ratio; further: on the % scale 0 is the no-effect control and ±100 the full control effect
# Target sequence (Q9NR56 whole entry, looked up): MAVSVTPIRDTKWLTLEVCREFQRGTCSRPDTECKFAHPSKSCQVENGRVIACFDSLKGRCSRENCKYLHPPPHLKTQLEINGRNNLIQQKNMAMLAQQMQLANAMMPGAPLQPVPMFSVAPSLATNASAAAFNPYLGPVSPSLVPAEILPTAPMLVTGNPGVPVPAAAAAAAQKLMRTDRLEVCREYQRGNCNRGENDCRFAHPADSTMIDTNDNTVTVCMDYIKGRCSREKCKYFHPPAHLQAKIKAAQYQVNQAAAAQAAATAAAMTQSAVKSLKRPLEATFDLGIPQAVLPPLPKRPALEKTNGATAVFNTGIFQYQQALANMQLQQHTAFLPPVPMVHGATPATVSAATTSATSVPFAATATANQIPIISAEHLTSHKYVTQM
#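 MBNL1-His + Biotin-(CUG)12, cpd titration 92 nM–58 uM; Tb anti-His Ab 0.055 ng/ul, SA-XL665 5 nM (final); 60 min RT; ratiometric 665/545 nm, Ex 340 nm; normalized to buffer and full-complex controls.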
# BRCA1 expr act = increases BRCA1 expression | MCF7-BRCA1-FFLuc reporter, luminescence, 48 h; response scale: scaled: vehicle 0%, 10 µM genistein 100% | Potency, µM (doses to about 46.1 µM), for inactives: at the highest dose activation, usual class: activators | actives 1.1% (n = 380,000); further: nearly all actives have a fitted effect of over 80% in size; some results filed as inactive show a strong effect at the top dose
#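 Luminescence from a BRCA1-driven firefly luciferase in MCF7 cells was read after 48 h compound exposure at 37 C. Data normalized against DMSO and a 10microM genistein activation control, then curve-fitted across the titration.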
# uPA surface inh = blocks generation of uPA at the cell surface. Potency, µM (titrated, usually from 38.3 µM), for inactives: at the highest dose activity change, negative = inhibition, hits mostly inhibitors. actives 0.31% (n = 330,000). cell surface uPA generation assay, qHTS. AID 540303; active means well fitted inhibition curve with a large enough effect; inconclusive means small, poorly fitted or top-dose-only effect; inactive means no such curve, though single readings can be large or run the other way; tested in mouse RAW 264.7 cells; further: on the % scale 0 is the no-effect control and ±100 the full control effect; nearly all actives have a fitted effect of over 55% in size
# ELG1 genotoxic = inducers of genotoxicity in HEK293T ELG1-luciferase cells | HEK293T ELG1-luciferase reporter, luminescence, 16 h | Potency, µM (doses to about 46 µM), without a hit: top-dose activity change, positive = activation, most hits filed as activators | actives 1.3% (n = 330,000) | AID 504466; further: % of control where 0% means no effect; nearly all actives have a fitted effect of over 60% in size
#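 Genotoxicity was scored as increased ELG1-luciferase reporter signal, measured by ONE-Glo luminescence (30 min, room temperature). Compound or vehicle exposure of the HEK293T reporter cells lasted 16 hr at 37°C.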
# RORg inh = ROR gamma (mouse) transcription inhibition | Potency, µM (series often up to 53.6 µM), without a hit: at the highest dose activity change, negative = inhibition, usual class: inhibitors | actives 5.4% (n = 310,000) | P51450 | Drosophila S2 Gal4-RORgamma UAS-luciferase reporter, 20 h | AID 2551; further: on the % scale 0 is the no-effect control and ±100 the full control effect; nearly all actives have a fitted effect of over 60% in size
# Target sequence (P51450 whole entry, looked up, the tested form may be a part): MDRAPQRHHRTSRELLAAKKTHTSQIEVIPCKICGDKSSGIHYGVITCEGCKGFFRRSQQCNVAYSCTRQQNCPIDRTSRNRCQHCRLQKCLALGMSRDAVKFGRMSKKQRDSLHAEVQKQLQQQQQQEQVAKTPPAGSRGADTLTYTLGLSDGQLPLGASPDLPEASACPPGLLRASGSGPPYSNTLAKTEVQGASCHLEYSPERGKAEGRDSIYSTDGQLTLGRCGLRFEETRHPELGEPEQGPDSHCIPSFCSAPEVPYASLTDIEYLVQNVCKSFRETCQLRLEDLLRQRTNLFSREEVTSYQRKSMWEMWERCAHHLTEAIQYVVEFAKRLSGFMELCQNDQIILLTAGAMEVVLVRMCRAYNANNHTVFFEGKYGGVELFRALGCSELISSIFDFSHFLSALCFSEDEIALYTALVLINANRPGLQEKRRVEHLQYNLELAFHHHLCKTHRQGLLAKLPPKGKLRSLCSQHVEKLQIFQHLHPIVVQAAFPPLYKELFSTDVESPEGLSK
#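 Drosophila S2 cells stably expressing Gal4-DBD/mouse RORγ fusion under metallothionein promoter plus UAS-luciferase; compound 1 h, then 700 uM CuSO4 induction for 20 h at ambient temperature; inhibition read as reduced luminescence.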
# FLuc counter = counter-screen for miR-21 project: firefly luciferase inhibitors or activators; P08659; purified FLuc, Km substrates, luminescence inhibition; Potency, µM (top dose mostly 57.5 µM), for the others: at the top dose activity change, negative = inhibition, most hits filed as inhibitors; actives 6.9% (n = 360,000);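 further: plate controls were vehicle for no effect and reference inhibitor for full effect; nearly all actives have a fitted effect of over 55% in size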
#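 Biochemical qHTS of compounds, final roughly 60 µM downward over six points, against 10 nM purified firefly luciferase using Km concentrations of substrates (10 uM D-luciferin, 10 uM ATP) in Tris acetate pH 7.5 buffer; luminescence output.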
# Rab9 prom act = activators of Rab9 promoter | actives 2.8% (n = 320,000) | Potency, µM (doses to about 9.22 µM), inactives show top-dose activation, negative = inhibition, actives largely listed as activators | Huh7 Rab9 promoter-luciferase reporter, luminescence, 24 h; further: % of control where 0% means no effect; nearly all actives have a fitted effect of over 60% in size
#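 Quantitative HTS format; Huh7 Rab9-luciferase reporter cells (1500/well) receive compound 2 h post-plating, incubate 24 h at 37 °C, then get luciferase reagent for 10 min before luminescence reading.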
# NPC1 prom act = activators of NPC1 promoter | actives 2.4% (n = 320,000) | AID 485313 | Potency, µM (top dose mostly 9.22 µM), for inactives: at the top dose activation, most hits filed as activators | Huh7 NPC1 promoter luciferase reporter, 24 h;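 further: % of control where 0% means no effect; nearly all actives have a fitted effect of over 60% in size; reporter is driven by a mutant NPC1 promoter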
#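 Huh7 reporter cells (NPC1 promoter driving luciferase) are dosed with compound for 24 h at 37 °C, 5% CO2; luciferase detection reagent is then added and luminescence measured after 10 min at ambient temperature.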
# Gal4-VP16 FLuc = Gal4-VP16 reporter inhibition counter-screen | Drosophila S2 Gal4-VP16 UAS-luciferase, luminescence, 20 h | Potency, µM (highest dose often 53.6 µM), without a hit: at the top dose activity, negative = inhibition, actives largely listed as inhibitors | actives 3.5% (n = 310,000) | AID 2546;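 further: Gal4-VP16 expression switched on by copper sulfate through the metallothionein promoter; on the % scale 0 is the no-effect control and ±100 the full control effect; nearly all actives have a fitted effect of over 50% in size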
# The depositor's hits bear a star; ? = inconclusive; / = not tested or not shown; [ ] = remark or other dose. Unless noted, the call rests on the fitted dose curve; in most records, active means well fitted curve in the direction sought with a large enough effect; inconclusive means small, poorly fitted or top-dose-only effect, or another doubt; inactive means no such curve, though single readings can be large; an effect the other way counts as inactive or inconclusive. Potency means the concentration at half of the fitted maximal effect.
molecule	p53 reactivator	MBNL1-CUG inh	BRCA1 expr act	uPA surface inh	ELG1 genotoxic	RORg inh	FLuc counter	Rab9 prom act	NPC1 prom act	Gal4-VP16 FLuc
Cc1ccccc1CN1CCN(Cc2cc3ccccc3o2)CC1CCO (stereo not given)	1.6%	-0.1%	0.8%	5.0%	-4.5%	0.8%	-0.7%	-1.1%	-4.5%	1.0%
CC(C)Oc1ccc(C(=O)CCN2CCCCC2)cc1	-32.5%[inhibitor]	4.5%	-32.4%	-4.5%	6.0%	10µM*	-0.1%	1.5%	-2.1%	6.31µM*
Cc1ccc(C(CC(=O)O)NC(=O)c2ccc(S(=O)(=O)N3CC(C)OC(C)C3)cc2)cc1 (stereo not given)	-1.6%	/	1.2%	?	1.3%	/	1.3%	-3.6%	-2.9%	/
CCN(CC(=O)NC1CCS(=O)(=O)C1)c1ccc(S(=O)(=O)N(CC)CC)cc1[N+](=O)[O-] (stereo not given)	-1.9%	/	-3.3%	-1.5%	-0.2%	/	/	/	/	/
COc1cccc(C2C(C(=O)c3sc(C)nc3C)=C(O)C(=O)N2CCN2CCOCC2)c1OC (stereo not given)	2.1%	17.0%	-8.7%	3.4%	-1.8%	-5.7%	1.3%	1.9%	1.4%	9.2%
CCOc1cc(/C=N/Nc2nnc(C)n2N)ccc1O	-14.0%	?	-38.0%	?	-3.9%	?	2.9%	0.4%	0.3%	?
N=C1SCC(=O)N1c1ncc(Cc2ccc(F)cc2)s1	3.5%	19.9%	6.9%	2.7%	?	0.316µM*	?	-2.8%	-5.9%	0.199µM*
O=C(c1ccccc1)C1CN(c2ccccc2)CC1c1ccc(Cl)cc1 (stereo not given)	-15.4%	-21.4%	-0.6%	-1.3%	2.2%	-1.3%	-0.7%	-1.9%	2.0%	-2.5%
CCn1c(C)nnc1SCC(=O)Nc1nccs1	7.5%	-5.4%	0.3%	1.7%	1.0%	-1.5%	-0.4%	2.9%	-5.4%	1.3%
Cc1cc2c(c(=O)n1CCN(C)C)C(c1ccc(Br)cc1)C(C#N)=C(N)O2 (stereo not given)	-10.2%	1.8%	1.6%	3.2%	-1.4%	-2.0%	2.4%	2.8%	-4.5%	0.1%
CCC(C)N1C(=O)c2ccccc2C1C(=O)NC1CCCCCC1 (stereo not given)	2.6%	4.9%	-2.2%	4.1%	-1.2%	-17.7%	-1.7%	0.7%	1.4%	2.3%
COc1ccccc1NC(=S)N1CCN(Cc2ccccc2)CC1	-10.4%	-17.7%	-1.7%	-3.9%	-0.5%	-43.2%	1.0%	-4.1%	-0.9%	3.8%
O=C(O)CC(C(=O)Nc1cccc(C(F)(F)F)c1)C1CCCO1 (stereo not given)	/	1.7%	0.7%	-2.6%	/	6.6%	-0.2%	/	/	16.9%
COc1ccccc1NC(=O)Cn1cnc2c(oc3ccccc32)c1=O	-0.6%	-9.1%	-8.3%	4.8%	1.9%	?	-7.9%	-0.4%	3.8%	8.6%
COc1ccc(N(CCCN2C(=O)c3cccc4cccc(c34)C2=O)C(=O)c2ccncc2)cc1	-2.9%	?	-41.3%	-9.4%	1.3%	-34.9%	-2.2%	0.5%	0.4%	-1.3%
COc1cc(C(=O)N(Cc2cc3ccccc3[nH]c2=O)CC2CCCO2)cc(OC)c1OC (stereo not given)	-4.2%	15.3%	0.8%	-1.7%	2.7%	?	-1.0%	1.7%	-1.1%	5.5%
CCOc1cc(/C=C(\C#N)C(=O)Nc2cccc(C(=O)O)c2)ccc1OCc1ccc(Br)cc1	7.0%	-0.8%	33.2%	0.1%	-0.9%	19.6%	-1.7%	1.0%	-6.6%	16.4%
Cc1cc(N2CCCC2=O)ccc1S(=O)(=O)NC1CCCCC1	-7.7%	-7.7%	-21.9%	2.2%	-6.1%	?	1.1%	0.7%	4.3%	?
O=C(NC1CCCc2ccccc21)c1ccc(CNc2c(N3CCOCC3)c(=O)c2=O)cc1 (stereo not given)	2.1%	-1.1%	-1.7%	2.3%	5.4%	53.5%	-0.8%	-5.3%	-3.2%	3.5%
O=C(N[C@H]1C/C=C\C[C@H](CC(=O)N(CCO)Cc2ccccc2)C(=O)N[C@@H](c2ccccc2)COC1=O)OCC1c2ccccc2-c2ccccc21	3.4%	/	-20.7%	-12.6%	-4.6%	/	/	/	/	/
CC(C)(C)c1ccc(C(=O)NCC(=O)O)cc1	-0.3%	-19.0%	-11.2%	2.1%	-0.1%	-10.3%	?	-1.3%	-0.1%	0.2%
O=C(CCS(=O)(=O)c1ccccc1)Nc1nc2c(s1)COc1ccccc1-2	-22.4%	2.6%	-85.4%	?	-4.8%	-15.6%	0.9%	0.7%	-0.5%	-27.5%
Cc1ccc(CSc2nc3c(c(=O)[nH]2)C(c2ccncc2)C2=C(CCCC2=O)N3)cc1 (stereo not given)	-8.5%	2.3%	8.6%	2.2%	-0.2%	2.8%	-0.6%	-0.2%	-1.2%	1.7%
CN1/C(=C\C(=O)C[n+]2cccc(C(N)=O)c2)C(C)(C)c2ccccc21	1.7%	?	-33.0%	-1.2%	-7.8%	41.0%	-1.5%	1.8%	-2.1%	-4.8%
Cc1ccc(-c2nc(C#N)c(NCCN3CCCCC3)o2)cc1	0.8%	1.4%	-0.2%	-3.1%	4.5%	10.9%	2.7%	10.5%	2.1%	-2.5%
Cc1ccc(CN(CC(=O)NCc2ccccn2)S(=O)(=O)c2ccccc2)cc1	-5.2%	-1.7%	-11.9%	?	-6.0%	-16.0%	0.5%	2.2%	0.6%	-10.4%
CCSc1ccc(-c2ccco2)nn1	23.0%	7.5%	?	-6.2%	10.2%	14.8%	?	21.0%	21.9%	?
COC(=O)c1ccc(COc2ccccc2/C=N/Nc2cccc(C(=O)O)c2)cc1	-3.7%	-3.5%	?	5.0%	?	-9.9%	?	?	?	-3.3%
O=C(CSc1cccc[n+]1[O-])Nc1ccc2c(c1)OCO2	-5.2%	-3.7%	0.0%	-6.3%	3.1%	33.8%	-6.3%	15.8%	-2.1%	0.1%
CCN(CC)C(=O)c1cc(-c2ccccc2OC)on1	?	7.5%	?	-2.0%	?	-8.0%	16.9µM*	?	?	-8.2%
O=[N+]([O-])c1ccc(OCCn2cncn2)cc1	-1.8%	?	6.5%	-6.1%	0.2%	7.6%	-0.8%	1.6%	0.4%	9.2%
Cc1ccnc2nc(C(=O)OCC(=O)NCc3cccc(Cl)c3)nn12	1.0%	/	9.2%	10.0%	-0.2%	/	/	1.3%	-0.7%	/
CC(OC(=O)CCc1nc2ccccc2c(=O)[nH]1)C(=O)Nc1ccc2c(c1)OCO2 (stereo not given)	0.1%	/	-0.7%	9.1%	0.7%	0.6%	5.7%	-0.1%	-4.6%	6.5%
CCN(CC)CCN(C(=O)CCOc1ccccc1)c1nc2c(F)cc(F)cc2s1	3.1%	-3.2%	22.0%	-3.6%	0.7%	1.5%	-2.7%	-9.0%	-2.8%	-20.3%
CCCn1nnnc1NCc1ccc(C(C)C)cc1	-29.0%	-3.4%	-2.0%	2.3%	0.4%	5.7%	7.2%	4.3%	1.8%	2.7%
O=S1(=O)CC(O)C(N(CCO)C(=S)Nc2ccccc2)C1 (stereo not given)	2.2%	-1.3%	0.0%	0.9%	-1.9%	-42.3%	-2.2%	-3.4%	-7.2%	6.0%
CC(=NCc1ccco1)c1c(C)[nH]n(-c2nc3ccccc3s2)c1=O	?	-2.2%	-33.7%	?	3.66µM*	?	7.57µM*	?	?	?
COc1ccc(C)cc1NC(=O)CSc1nnc2ccc(-c3cccnc3)nn12	-2.8%	/	-18.5%	14.0%	-2.5%	/	-0.8%	-2.8%	-0.7%	/
OCCn1c(CSc2nc3ccccc3n2CCO)nc2ccccc21	-2.8%	-4.8%	4.1%	-4.0%	-0.9%	20.4%	-0.1%	-7.4%	-6.0%	0.3%
CCc1ccc(C(=O)CC2(O)C(=O)N(CN3CCOCC3)c3ccccc32)cc1 (stereo not given)	15.7%	-4.4%	1.2%	5.1%	-1.1%	7.4%	?	9.2%	-0.7%	21.1%
COc1ccccc1C1C(C(=O)c2cc3ccccc3o2)=C(O)C(=O)N1c1cc(C)on1 (stereo not given)	19.8%	141.7%[activator]	-35.5%	7.2%	-1.2%	18.5%	5.3%	0.2%	-3.4%	-0.1%

# Not a retest: an excerpt of the list.
molecule	p53 reactivator	MBNL1-CUG inh	BRCA1 expr act	uPA surface inh	ELG1 genotoxic	RORg inh	FLuc counter	Rab9 prom act	NPC1 prom act	Gal4-VP16 FLuc
Cc1ccnc2nc(C(=O)OCC(=O)NCc3cccc(Cl)c3)nn12	1.0%	/	9.2%	10.0%	-0.2%	/	/	1.3%	-0.7%	/
CC(OC(=O)CCc1nc2ccccc2c(=O)[nH]1)C(=O)Nc1ccc2c(c1)OCO2 (stereo not given)	0.1%	/	-0.7%	9.1%	0.7%	0.6%	5.7%	-0.1%	-4.6%	6.5%
